# Bioassay records: PubChem, several laboratories
# aDG glyco act – alpha-DG glycosylation activation; Pro5-aDG cells, alpha-DG glycosylation AlphaScreen (IIH6); 0% Pro5, 100% B10-LARGE cell signal; activation, % at 10 µM; actives 0.22% (n = 360,000); AID 624168;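 active means activation of at least 8% versus controls, or a plate z-score of at least 8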;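 further: Pro5 are CHO cells carrying HIG-tagged alpha-DG that lacks glycosylation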
# Exocytosis inh – blocks lytic granule exocytosis; TALL-104 LAMP-1 surface exposure, flow cytometry; cells stimulated with thapsigargin and PMA; inhibition, % at 10 µM; actives 0.66% (n = 360,000); AID 651702;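 active means inhibition above about 55%, limit read from the data; inconclusive means no clear call, values can overlap the other calls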
# TRPM1 prom inh – reduces MITF-dependent TRPM1 promoter luciferase signal | SK-MEL-5 TRPM1 promoter luciferase, 24 h | inhibition, % at 12.5 µM | actives 0.83% (n = 330,000) | AID 488899;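 active means mean inhibition across replicates of 60% or more, whatever share of single replicates reaches that level; inconclusive means some that reach 60%, reason not given; inactive means mean inhibition across replicates below 60%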; further: values of inactives mirror those of a sister screen read the other way
# Peg3 prom inh – inhibitors of Peg3 promoter; HeLa PEG-Prom luciferase reporter, luminescence, overnight; AID 588405; actives 1.7% (n = 360,000); inhibition, % at 20 µM;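 active means inhibition of at least 50% at 20 µM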
# iPSC survival up – enhancers of human iPSC single-cell survival | hiPSC single-cell survival, ATPlite luminescence; 100% = ROCK inhibitor wells, 0% = DMSO | survival enhancement, % at 20 µM | actives 0.044% (n = 360,000); in the data active means survival enhancement above about 18%;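 further: cells exposed to compounds for 16 hours before the ATP read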
# Vif imaging – blocks HIV Vif function; HEK293T cells, Vif self-association by quenched fluorescence, imaging, 24 h; inhibition, % at 7.49 µM; actives 0.35% (n = 340,000); in the data active means inhibition above about 50%, passing the limit was not always enough; inconclusive means no clear call, values can overlap the other calls; inactive means below about 31%; further: some results filed as inactive read as strong as hits
# NR2E3 ag-1 – activates human NR2E3 receptor. inhibition of corepressor binding, % at 3.98 µM. Q9Y5X4. actives 0.35% (n = 360,000). AID 602229. CHO-S Gal4-NCOR/VP16-NR2E3 two-hybrid, luciferase;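 active means inhibition above the mean of all tested compounds plus 3 SD, cut at about 70% in these data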;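 further: 0% = DMSO with NR2E3 transfected cells and 100% = cells lacking NR2E3 construct; higher means lower luciferase signal from less NR2E3 corepressor binding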
# Target sequence (Q9Y5X4 whole entry, looked up, the tested form may be a part): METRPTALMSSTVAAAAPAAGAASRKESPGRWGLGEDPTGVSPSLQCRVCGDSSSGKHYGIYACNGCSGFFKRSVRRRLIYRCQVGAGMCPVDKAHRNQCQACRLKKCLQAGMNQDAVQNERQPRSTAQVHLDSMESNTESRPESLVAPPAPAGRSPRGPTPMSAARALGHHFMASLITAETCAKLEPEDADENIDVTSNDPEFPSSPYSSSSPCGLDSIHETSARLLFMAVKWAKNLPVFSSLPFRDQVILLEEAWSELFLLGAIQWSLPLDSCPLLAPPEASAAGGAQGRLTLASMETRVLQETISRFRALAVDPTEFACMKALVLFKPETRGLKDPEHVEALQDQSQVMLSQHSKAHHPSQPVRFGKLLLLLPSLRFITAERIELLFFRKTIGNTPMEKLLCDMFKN
# CaV13 FRET inh – Disruptors of the CACNA1D IQ motif to Ca2+-dependent inactivation inhibitor domain association, primary screening, Förster resonance energy transfer in intact living …. HEK cells, CFP/YFP FRET ICDI-IQ, plate reader, 10 min; percent FRET-ratio fall versus neutral wells. inhibition, % at 12.3 µM. actives 0.098% (n = 340,000). AID 743397;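 active means mean replicate inhibition of at least 30% and at least 1% of replicates passing that level; inconclusive means only one of the two criteria is met; inactive means neither criterion is met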;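 further: 0% = median of the neutral control wells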
# HIF-2a inh – inhibitors of HIF-2a. 786-0 RCC cells HIF-2a reporter, luciferase luminescence, overnight. actives 0.72% (n = 360,000). inhibition, % at 18.8 µM. AID 624352;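 active means inhibition of the luminescence signal of 40% or more relative to plate controls, in a single-dose primary screen at 18.75 µM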
# NR2E3 ag-2 – agonists of human nuclear receptor NR2E3. GST-NR2E3/biotin-RetCOR TR-FRET, 1536-well. Q9Y5X4. AID 2300. inhibition of corepressor binding, % at 4.78 µM. actives 0.12% (n = 320,000);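 active means percent inhibition above the cutoff of mean plus 3 SD of all tested compounds, set per screening campaign, cut at about 20% in these data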;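 further: 0% = DMSO wells and 100% = biotin wells as full block of FRET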
#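 Test system: GST-NR2E3 and biotin-RetCOR proteins | Quantity: 1.35 nM GST-tagged NR2E3 final | Medium: Tris pH 7.5 | Also added: 7 nM biotin-RetCOR | Dosing: Compound at 4.8 µM, single dose | Timing: 5 h at 4 °C | Detection: Time-resolved FRET | Read-out basis: Percent inhibition | Benchmarks: Biotin wells as high control, 0.6% DMSO wells as low control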
# PDI turbidity – inhibitors of human protein disulfide isomerase; PDI insulin aggregation turbidity, A650, 90 min; inhibition, % at 10 µM; P07237; actives 0.052% (n = 350,000);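 active means mean inhibition across replicates of 30% or more, whatever share of single replicates reach that level; inconclusive means mean inhibition below 30% while every single replicate reaches 30%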;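 further: absorbance from insulin aggregation driven by PDI reduction with DTT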
# Target sequence (P07237 whole entry, looked up): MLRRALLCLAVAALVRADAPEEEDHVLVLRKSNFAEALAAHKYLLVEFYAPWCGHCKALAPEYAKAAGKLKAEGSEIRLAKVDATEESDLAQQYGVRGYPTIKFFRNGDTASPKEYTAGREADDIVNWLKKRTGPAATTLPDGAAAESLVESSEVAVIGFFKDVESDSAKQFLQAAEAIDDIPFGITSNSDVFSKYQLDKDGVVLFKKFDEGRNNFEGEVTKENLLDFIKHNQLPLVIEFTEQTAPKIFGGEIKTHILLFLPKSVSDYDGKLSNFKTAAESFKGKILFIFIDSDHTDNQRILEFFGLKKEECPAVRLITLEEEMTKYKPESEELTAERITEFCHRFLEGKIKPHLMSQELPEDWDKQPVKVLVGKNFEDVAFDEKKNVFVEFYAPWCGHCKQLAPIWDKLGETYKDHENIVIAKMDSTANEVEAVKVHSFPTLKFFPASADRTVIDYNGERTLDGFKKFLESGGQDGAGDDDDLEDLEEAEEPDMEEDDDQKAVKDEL
# Active calls of the source: *; ? = inconclusive; . = not tested or not shown.
Compound	PDI turbidity	HIF-2a inh	TRPM1 prom inh	aDG glyco act	Exocytosis inh	iPSC survival up	NR2E3 ag-1	NR2E3 ag-2	Vif imaging	Peg3 prom inh	CaV13 FRET inh
N#Cc1ccccc1NC(=O)CN1C(=O)NC(Cc2c[nH]c3ccccc23)C1=O (configuration not stated)	3	-25	4	0.0	2	-0.8	-2	0	5	-31	-3
Cc1ccc(CCNC(=O)C2CCN(S(=O)(=O)c3cccc4nonc34)CC2)cc1	-2	20	-11	0.2	6	-0.2	-49	0	-7	37	-3
O=C(Nc1ccc(N2CCOCC2)cc1)c1cc(-n2cnnc2)ccc1Cl	3	11	7	0.0	-3	0.0	-12	0	4	-21	-6
O=C(COc1cccnc1[N+](=O)[O-])c1ccc(Cl)s1	-3	1	2	-0.1	31	-0.1	-8	-2	3	-16	-5
CCOc1ccc(CN2CCN(CCCc3ccccc3)CC2CCO)cc1 (configuration not stated)	-4	11	2	-0.1	0	-0.4	26	1	10	7	-5
COc1ccc(C(=O)O/N=C(\N)Cc2ccc([N+](=O)[O-])cc2)c(OC)c1	7	14	3	-0.1	1	-0.1	-12	3	0	14	-3
CC1CCN(S(=O)(=O)c2ccc(Cl)cc2Br)CC1	-6	18	-7	-0.2	-1	5.3	-10	-1	-2	8	-4
O=C(Nc1ccccc1)Nc1nnc([C@@H]2C[C@H](O)[C@@H](CO)O2)s1	-3	-68	.	-0.1	4	2.1	-69	.	-1	-6	-9
CC(C)(C)C(=O)OCOC(=O)[C@@H]1N2C(=O)[C@@H](N=CN3CCCCCC3)[C@H]2SC1(C)C	3	7	2	-0.3	7	-1.4	-29	-3	-3	5	-5
[O-]/[N+](=C\c1ccc(F)cc1)c1ccccc1	-5	-67	-15	-0.1	-2	1.5	-34	1	0	-7	-4
Cc1ccc(S(=O)(=O)N2CCOCC2)cc1NCC(=O)Nc1ccc(OC(F)(F)F)cc1	7	-6	3	0.1	4	-2.9	0	.	10	7	-6
CN1CCCC(OC(=O)c2ccc(S(=O)(=O)N(C)C)cc2)C1 (configuration not stated)	6	5	11	0.0	7	0.7	-18	0	8	7	-17
CC1=C(C(=O)OCC2CCCO2)C(c2ccccc2)NC(=O)N1 (configuration not stated)	-2	11	16	0.0	-8	-0.1	-8	2	-4	4	-7
O=C(CNC(=O)c1cccnc1)N/N=C/c1ccc(O)cc1O	-1	24	10	-0.2	?	-0.6	9	-4	8	2	-4
Cc1noc(C)c1COc1ccc(C(=O)NCCc2ccccn2)cc1	0	-24	-2	0.0	-1	-0.7	31	7	-9	-7	2
CC(=O)N/C(=N/c1nc(C)cc(C)n1)Nc1ccc(F)cc1F	0	9	6	0.1	3	0.6	10	2	-2	3	-1
O=C(OCc1nnc(-c2ccccc2)o1)c1cc(S(=O)(=O)N2CCOCC2)c(Cl)cc1Cl	5	21	21	-0.3	2	2.4	8	0	-1	16	.
CNC(=O)CSc1nnc(C2CC2)n1-c1ccccc1	2	16	-15	-0.1	0	-0.7	-11	2	-2	-2	-7
Nn1c(=O)c2ccccc2n2c(SCc3ccccc3)nnc12	-4	-83	-14	0.0	0	-0.9	-41	-3	-15	-93	.
COC(=O)C1C(c2ccccc2)NC(=O)NC1(O)C(F)(F)Cl (configuration not stated)	-9	6	2	0.4	-2	1.7	-7	-1	-3	9	-4
O=C(Nc1ccccc1)NC1CCN(Cc2ccccc2)CC1	4	9	16	-0.5	2	0.4	-18	1	0	8	-5
O=c1cc(CNCCCO)c2ccccc2[nH]1	-6	1	3	-0.1	-2	0.9	6	0	6	2	1
CCCn1c(CN2CCN(C)CC2)nc2ccccc21	-2	5	-1	-0.1	-4	0.0	8	1	-6	-2	-8
COc1cccc(NC(=O)c2ccc3c(c2)CCCC3)c1	2	-130	-43	-0.3	-3	-0.3	-23	-1	-9	-289	-4
COC(=O)CN(c1cc(C(F)(F)F)ccc1Cl)S(C)(=O)=O	7	14	3	-0.2	-3	0.5	-8	-1	.	2	-8
O=P(O)(O)COc1ccccc1P(=O)(c1ccccc1)c1ccccc1	11	11	4	-0.1	-2	-0.3	-6	-1	.	6	.
CCSc1nnc(NC(=O)Cc2cccc(OC)c2)s1	4	-12	-19	-0.2	0	-1.2	-21	-1	.	0	-4
COc1ccc(-c2nnc(NC(=O)C3=COCCO3)o2)cc1	1	-22	-3	-0.2	6	-0.2	-33	-1	-4	-2	-3
C=CCN1C(=O)c2ccc(C(=O)N3CCN(S(=O)(=O)c4cccc(F)c4)CC3)cc2C1=O	-8	24	1	-0.2	-1	0.8	-8	2	0	7	-2
O=C(N1CCCC1)C12CC3CCC(CC(C3)C1)C2	-2	22	-2	-0.3	0	0.8	-2	-3	1	14	5
O/N=C(/CCc1ccccc1)c1ccc2c(c1)OCCO2	-1	-336	-91	0.6	0	0.0	-111	3	-1	-292	2
Cc1cc(N2CCN(C(c3ccccc3)c3ccccc3)CC2)n2ncnc2n1	6	0	4	-0.2	1	1.2	-24	4	-3	-6	-7
CN(C)c1nc(N/N=C/c2c[nH]c3ccccc23)nc(N2CCOCC2)n1	3	17	-18	0.6	5	-1.8	36	1	4	-8	.
Cc1ccc([C@H]2C(C(=O)O)=CC[C@@H](c3ccc(C(C)C)cc3)N2S(=O)(=O)c2ccc(C)cc2)cc1	5	11	2	0.0	1	-0.7	92*	.	.	27	-7
COc1cccc(C(C(=O)NC(C)(C)C)N(CCC(C)C)C(=O)CCC(=O)Nc2cc(C)on2)c1OC (configuration not stated)	2	9	-3	-0.2	0	-1.2	0	4	2	2	-4
Cc1c(C(=O)Nc2cccc(Cl)c2)c2ccccn2c1CCc1ccncc1	-18	-126	-36	1.5	-1	-2.8	-48	.	.	-45	-5
COCn1c(COc2ccccc2)nc2ccccc21	5	-196	-64	0.0	-1	-0.9	-67	-1	1	-193	-5
O=C(N/N=C/c1c[nH]c2ccccc12)c1cc(-c2ccccc2)n[nH]1	-4	-28	12	-0.2	5	-0.9	-11	2	-2	-23	-4
CCOc1cccc(/C(O)=C2/C(=O)C(=O)N(CCOC)C2c2ccco2)c1 (configuration not stated)	1	-23	-1	0.1	-4	-3.6	-9	2	23	-22	-2
O=C(NCC1CCCO1)c1cccc(NC(=O)c2ccco2)c1 (configuration not stated)	-10	-5	6	0.1	14	1.0	2	2	2	0	-2
C[C@@]12C(=O)Nc3ccc(Br)cc3C(=O)N1[C@H]1c3cc(Cl)ccc3OC[C@@H]1[C@@H]2c1ccccc1	11	15	.	-0.1	-1	4.2	-4	0	-8	16	.
CCCCNc1nc(-c2ccccc2)cc(C(F)(F)F)c1C(N)=O	-5	12	-8	0.1	1	-0.6	-31	7	.	23	-9
CCN(CC)S(=O)(=O)c1cc(NC(=O)COC(=O)CCC(=O)c2cccs2)ccc1C	13	17	7	-0.2	-1	2.1	-19	-1	2	12	-7
C[C@]12CC[C@H](O)CC1=CCC1C2CC[C@@]2(C)C1CC[C@@H]2NC(=O)[C@@H](N)Cc1cnc[nH]1 (some centres not stated)	13	3	-10	-0.2	43	-0.7	6	.	0	5	-6
Cc1cccc(NC(=O)c2cccc(NC(=O)c3ccco3)c2)c1	2	-50	-2	0.1	6	0.0	-20	.	0	-38	-5
Cc1cc(C)c2nc3sc(C(=O)N4CCOCC4)c(N)c3cc2c1	8	-134	46	-0.1	3	-0.4	-189	-5	67*	-155	-21
O=C(NCc1cccnc1)c1nn2cccnc2c1Cl	-10	10	7	-0.1	0	-0.7	-15	1	-1	7	-7
COc1ccc(C2=NN(C(=O)COC(=O)c3ccc(NC(=O)CC#N)cc3)C(c3ccco3)C2)cc1 (configuration not stated)	0	-37	-3	-0.2	-2	-0.6	11	0	23	-13	-4
COc1ccc(-n2c(/C=C(\C)O)nc(=O)c3c(C)cc(C)nc32)cc1	-4	-8	-5	-0.1	3	-1.8	-2	2	-12	15	-8
O=C1CCCN2N=C(SCC(=O)Nc3ccc([N+](=O)[O-])cc3)SC2=N1	-4	3	-7	-0.1	-5	-0.4	-10	0	27	-3	-3
O=C(NCCc1ccc2c(c1)OCCO2)c1cc2ccccc2o1	3	-58	-2	-0.1	-3	-0.5	34	0	-8	-48	-4
CCNC(=S)NNC(=O)c1ccc2ncccc2c1	1	-40	2	-0.7	-4	0.1	-5	0	0	-28	-5
c1ccc2ncccc2c1	.	6	-4	1.5	0	-0.4	-5	.	-6	4	.
CCOC(=O)NC(=O)CSc1ccc(S(=O)(=O)N(C)C2CCCCC2)cn1	-4	0	11	-0.1	6	-0.4	27	-1	0	16	-6
CN(CC1COc2ccccc2O1)C(=O)Cn1cc(C(F)(F)F)ccc1=O (configuration not stated)	1	-6	-2	0.0	-1	-0.6	5	.	2	-3	-7
O=C(CN1CCN(c2ccccc2)CC1)NC(=O)NCc1ccco1	-24	17	8	-0.2	-2	0.8	-30	0	14	12	-5
CCCNC(=O)c1oc2ccc3c(c2c1C)C(O)CC(C)(C)O3 (configuration not stated)	0	-98	-25	0.0	-5	-0.5	-10	.	33	-41	-3
O=c1c2c(c(-c3ccccc3)nn1Cc1ccccc1)CCCC2	5	-7	6	0.2	3	0.0	-11	2	.	-21	-5
Cc1c(Br)c([N+](=O)[O-])nn1CC(=O)Nc1c(C)n(C)n(-c2ccccc2)c1=O	-9	19	19	0.0	-3	4.6	-12	-2	0	5	-4
Cc1ccccc1Nc1nc2nonc2nc1N1CCOCC1	3	8	9	0.2	2	-0.1	-5	-3	5	20	-5
Cc1nc2ccccc2nc1N1CCOCC1	1	13	11	0.5	-4	-3.9	-5	17	14	2	-4
COc1c(Cl)c(=O)oc2ccc(Cl)cc12	-1	2	.	-0.2	-2	0.3	-3	.	0	8	-9
Cc1ccccc1CN1CCC(Oc2ccc(C(=O)NCc3ccccn3)cc2)CC1	9	12	3	0.0	1	0.2	-16	-1	0	8	-7

# Two compounds picked at random from those above:
Compound	PDI turbidity	HIF-2a inh	TRPM1 prom inh	aDG glyco act	Exocytosis inh	iPSC survival up	NR2E3 ag-1	NR2E3 ag-2	Vif imaging	Peg3 prom inh	CaV13 FRET inh
CCNC(=S)NNC(=O)c1ccc2ncccc2c1	1	-40	2	-0.7	-4	0.1	-5	0	0	-28	-5
c1ccc2ncccc2c1	.	6	-4	1.5	0	-0.4	-5	.	-6	4	.
